All columns: NCI-60 one-dose screen, growth in % after 48 h at 10 µM unless noted; 100 = growth as untreated, 0 = no growth, -100 = all killed.
HL-60(TB): HL-60(TB) leukemia cells; 78,000 tested, 9% active; active = growth percent below 10
Active calls of the source: *; & = joins results of further samples; ! = a repeat was not active; [ ] = dose if it differs, or a comment. The list is partial; the hit share may differ from the screen's.

SMILES | HL-60(TB)
CCOC(=O)NNc1[nH]c(-c2ccc(OC)cc2)cc1C#N | -42*
O=C(O)/C=C\c1ccc(OC(=O)c2ccccc2)cc1 | 101
O=C(CCl)Nc1cc(O)c2c(c1)C(=O)c1cccc(O)c1C2=O | -44*
COC(=O)c1cc2ccccc2c2ccccc12 | 94
COc1cc(C(=O)O)cc(OC)c1OC(C)=O | 105
Cc1ccc(C(=O)NC(=S)N2CCN(c3ncnc4c3cnn4-c3ccccc3)CC2)cc1 | 60
C[N+](C)(C)CCOC(=O)c1ccc(OCc2ccccc2F)cc1 | 80
O=C1[C@H]2Cc3c([nH]c4ccccc34)[C@@H](c3ccc(Cl)cc3)N2C(=O)CN1C1CCN(Cc2ccccc2)CC1 | 13
O=C1c2ccccc2C(=O)c2c(SC(=S)N3CCCC3)cccc21 | 98
C=C(C)[C@@H]1CC[C@]2(C(=O)O)CC[C@]3(C)[C@H](CC[C@@H]4[C@@]5(C)CC[C@H](OC(=O)c6cccnc6)C(C)(C)[C@@H]5CC[C@]43C)[C@@H]12 | 97

Next part (four carried over from the part before).
SMILES | HL-60(TB)
C[N+](C)(C)CCOC(=O)c1ccc(OCc2ccccc2F)cc1 | 80
O=C1[C@H]2Cc3c([nH]c4ccccc34)[C@@H](c3ccc(Cl)cc3)N2C(=O)CN1C1CCN(Cc2ccccc2)CC1 | 13
O=C1c2ccccc2C(=O)c2c(SC(=S)N3CCCC3)cccc21 | 98
C=C(C)[C@@H]1CC[C@]2(C(=O)O)CC[C@]3(C)[C@H](CC[C@@H]4[C@@]5(C)CC[C@H](OC(=O)c6cccnc6)C(C)(C)[C@@H]5CC[C@]43C)[C@@H]12 | 97
COc1ccc(NC(=O)Cn2c(/C=C/c3ccccc3)nc3ccccc3c2=O)cc1 | 85
COc1ccc(NC(=O)C2C/C(=C/N(C)C)C(=O)N2)cc1 (stereo unspecified) | 103
CC(C)OC(=O)Nc1cccc(C#N)c1 | 97
CC(C)Sc1nc(Nc2ccc([N+](=O)[O-])cc2)c(C#N)c(-c2ccccc2)n1 | 97
CCCCOc1ccc(OC(=O)Nc2cc(Cl)ccc2OC)cc1 | 79
Nc1nc(=O)n([C@H]2C[C@H](O)[C@@H](CO)O2)cc1CO | 123
CCOC(=O)C1CCC2(CC1)OOC1(O2)C2CC3CC(C2)CC1C3 (stereo unspecified) | 45
CCOC(=O)C(Nc1ccc(F)cc1)c1ccc(N(CC)CC)cc1 (stereo unspecified) | 86
C=CCNC(=S)NCC | 87
CC(=O)[O][Hg][CH2]C1(C)COC(C)([CH2][Hg][O]C(C)=O)CO1 (stereo unspecified) | 74

Reformatted with each value named: part of the list above.
CC(C)Sc1nc(Nc2ccc([N+](=O)[O-])cc2)c(C#N)c(-c2ccccc2)n1
  HL-60(TB): 97
CC(C)OC(=O)Nc1cccc(C#N)c1
  HL-60(TB): 97

Further entries:
SMILES | HL-60(TB)
Cc1cc2c(C(C)C)c(O)c(O)c(C(=O)C(=O)NCc3ccccc3)c2c(O)c1-c1c(C)cc2c(C(C)C)c(O)c(O)c(C(=O)C(=O)NCc3ccccc3)c2c1O | 81
COC(=O)CCCCCCCCC1(C)C=CC(C(C)O)=CC1 (stereo unspecified) | 99
Nc1ccc(-c2nc(N3CCOCC3)c3c4c(sc3n2)CCCC4)cc1 | 60
CC(=O)c1cc(C(=O)c2ccc(C#N)cc2)n2ccc(C)cc12 | 108
Nc1ncc(-c2ccc(C(F)(F)F)cc2)c(NC2CCCCCC2)n1 | 17
CCCCCCCc1nc(C#N)c(NCc2cccnc2)o1 | 78
O=C(O)CCCCCc1ccccc1 | 104
CCNC(=O)c1ccc2c(c1)NC(c1cc3ccccc3[nH]c1=O)c1c(n[nH]c1C(C)(C)C)N2 (stereo unspecified) | 98
CNC1(C(N)=O)CCN(Cc2ccccc2)CC1 | 99
COc1cccc(NC2=NC(N)N=C(c3cc4ccccc4oc3=O)C=N2)c1 (stereo unspecified) | 91
OC(CN1CCCCC1)c1ccc(Br)cc1 (stereo unspecified) | 98
Cn1cc(C(c2coc3ccccc3c2=O)c2cn(C)c3ccccc23)c2ccccc21 | 96
COc1ccc(C#N)cc1OC | 99
CCCC(=O)C(CC)C1(C(=O)OC)NC(=S)NC(=O)C1C#N (stereo unspecified) | 102
CC(=O)c1ccc(NC(=O)CSc2nnc(-c3ccc4nc(-c5ccccc5)[nH]c4c3)o2)cc1 | 79
O=C(O)C(=O)c1ccc(O)cc1O | 81
C[Se]C(=O)c1ccccc1OC(C)=O | 33
Cc1nc(N)[nH]c(=O)c1[N+](=O)[O-] | 78
Cc1nn(-c2ccccc2)c(N)c1N=C1NC(=O)/C(=C/c2ccc(C(F)(F)F)cc2)S1 | 85
Cn1c(=O)[nH]c(=O)c2nc(CC(=Nc3cccc(C(F)(F)F)c3)c3ccccc3)c(=O)[nH]c21 | 96
O=C(c1ccc(Cl)cc1)C1[C@H](c2ccccc2Br)[C@@H](c2ccccc2)NC12C(=O)Nc1ccc(Cl)cc12 (stereo partly specified) | 32
CC1(C)S[C@@H]2[C@H](NC(=O)COc3ccccc3)C(=O)N2[C@H]1C(=O)O | 92
O=C(O)CCCOc1ccccc1 | 94
Cc1nnsc1-c1n[nH]c(=S)n1N | 122
C=C1CC[C@@H]2[C@]3(C)COC(c4cn(-c5ccccc5)nc4-c4cccc([N+](=O)[O-])c4)O[C@@H]3CC[C@@]2(C)[C@@H]1C/C=C1/C(=O)OC[C@H]1O (stereo partly specified) | 13
O=C(c1ccc(O)cc1)[C@@H]1[C@@H]2CCCN2[C@]2(C(=O)N(C(=O)c3ccc(F)cc3)c3ccccc32)[C@H]1c1ccc(F)cc1 | 73
Cc1ccc(OP(Oc2ccc(C)cc2)Oc2ccc(C)cc2)cc1 | 89
Nc1cccc(Cl)c1C(=O)O | 101
O=C(/C=C/C(=O)Oc1c(Cl)cc(Cl)cc1[N+](=O)[O-])Oc1c(Cl)cc(Cl)cc1[N+](=O)[O-] | 86
C#CCNC(=S)N/N=C(\C)c1ccccn1 | -19*
Cc1ccc(S(=O)(=O)OCCC#N)cc1 | 93
CC(C)S(=O)(=O)NC1=CN2CC=CC2CC1=O (stereo unspecified) | 102
CC(C)CSc1nc(N)nc2nc[nH]c12 | 72
Cc1nc2scc(-c3ccccc3)n2c(=O)c1CCO | 112
CN(C)CCN=c1nc2c(c(N)n1-c1ccccc1)c(=S)n(-c1ccccc1)c(=S)n2-c1ccccc1 | 37
COc1ccc(-c2ccn(CC(=O)N3CC(C)OC(C)C3)n2)cc1OC1CCCC1 (stereo unspecified) | 114
CC(=O)C(c1c(O)c2ccccc2oc1=O)c1cc(=O)oc2c1ccc1ccccc12 (stereo unspecified) | 97
CC1=NN(c2cccc(Cl)c2)C(=O)/C1=C\c1cn(CC(O)CN2CCCCC2)c2ccccc12 (stereo unspecified) | 26
CCC(CCOc1ccccc1)(C(=O)O)C(=O)O | 101
COc1ccc(N2CCN(CC(=O)N3CCN(c4nnc(-c5ccc(Cl)cc5)c(-c5ccc(Cl)cc5)n4)CC3)CC2)cc1 | -20*

Three entries from above, sorted by SMILES length, rising.
SMILES | HL-60(TB)
CC(=O)C(c1c(O)c2ccccc2oc1=O)c1cc(=O)oc2c1ccc1ccccc12 (stereo unspecified) | 97
Cc1cc2c(C(C)C)c(O)c(O)c(C(=O)C(=O)NCc3ccccc3)c2c(O)c1-c1c(C)cc2c(C(C)C)c(O)c(O)c(C(=O)C(=O)NCc3ccccc3)c2c1O | 81
C=C(C)[C@@H]1CC[C@]2(C(=O)O)CC[C@]3(C)[C@H](CC[C@@H]4[C@@]5(C)CC[C@H](OC(=O)c6cccnc6)C(C)(C)[C@@H]5CC[C@]43C)[C@@H]12 | 97

In the list so far, these contain a nitro group on carbon.
SMILES | HL-60(TB)
CC(C)Sc1nc(Nc2ccc([N+](=O)[O-])cc2)c(C#N)c(-c2ccccc2)n1 | 97
Cc1nc(N)[nH]c(=O)c1[N+](=O)[O-] | 78
C=C1CC[C@@H]2[C@]3(C)COC(c4cn(-c5ccccc5)nc4-c4cccc([N+](=O)[O-])c4)O[C@@H]3CC[C@@]2(C)[C@@H]1C/C=C1/C(=O)OC[C@H]1O (stereo partly specified) | 13
O=C(/C=C/C(=O)Oc1c(Cl)cc(Cl)cc1[N+](=O)[O-])Oc1c(Cl)cc(Cl)cc1[N+](=O)[O-] | 86

(list continues)
SMILES | HL-60(TB)
CC(=O)N1C(CC(C)C)C(=O)N2C1N=NC21CCCC1 (stereo unspecified) | 105
CN1CCCC1c1cccnc1 (stereo unspecified) | 105
Cc1ccccc1N1CCN(C(=S)c2ccc3c(c2)OCO3)CC1 | 70
COc1ccc(-c2nc(-c3ccccc3)c(-c3ccccc3)n2C2CC2)cc1OC1CCCC1 | 13
Cc1ccc(C(=O)N2Cc3ccccc3CC2C(=O)N2CCCC2)cc1 (stereo unspecified) | 115[50 µM]
CCC(CC)(CO)CO | 97
CCCCCC(=O)OC1[C@@H](OC(=O)CCCCC)[C@@H](CNC(=O)NC)O[C@H]1n1cnc2c(NC(=O)Nc3ccccc3)ncnc21 (stereo partly specified) | 54
COc1ccc(NC(=O)CC[C@H](NC(=O)OC(C)(C)C)C(=O)OC(C)(C)C)cc1C(=O)Nc1cccc(C2CC(=O)c3c(cc(OC)c(OC)c3OC)O2)c1 (stereo partly specified) | 91
CCOP(=O)(OCC)SCc1ccccc1 | 97
Cc1ccc(Nc2n[nH]c(-c3cccs3)c2C#N)cc1 | 75
CC(C)C(C)(C)C(=O)C(C)(C)C(C)(C)C | 135
CC(C#N)c1ccccc1 (stereo unspecified) | 113&82
Cc1ccc(-c2csc(=N)n2CC(=O)N2CCN(c3ccccc3)CC2)cc1 | 127
COC(=O)COc1ccc(Cl)cc1 | 131
CC(C)(C)NC(=O)C1(N2C(=O)c3ccccc3C2=O)CCCC1 | 96
Cc1ccc(-c2nn(-c3ccccc3)cc2/C=C/C(=O)NNC(=O)Nc2ccc(Cl)cc2)cc1 | 92
N=C1C(c2nc(-c3ccc(Br)cc3)cs2)=C(O)CN1Cc1cccnc1 | 72
CNC(=O)c1cc(Oc2ccc3nc(NC(=O)CN4CCN(c5ccc(F)cc5)CC4)sc3c2)ccn1 | 72
COc1ccc(/C=C/C(=O)c2ccc(-n3cc(CN4CCN(c5cc6c(cc5F)c(=O)c(C(=O)O)cn6C5CC5)CC4)nn3)cc2)cc1OC | 45
Cn1c(=O)c2c(ncn2CCOC(=O)C(C)(C)Oc2ccc(Cl)cc2)n(C)c1=O | 87
CC(C)(O)CCc1ccc(O)cc1 | 97
COc1cc(/C=C/c2c(-c3ccc(F)cc3)nc3sc(-c4ccccc4)c(-c4ccccc4)n23)cc(OC)c1OC | 104
c1ccc(CC[n+]2cccc3ccccc32)cc1 | 99
Cc1ccccc1NC(=O)Cc1csc2[n+]1C(=O)/C(=C/c1ccc([N+](=O)[O-])cc1)S2 | 103
CN(C)CCOC1(Cc2ccc(Cl)cc2Cl)CCC(C(C)(C)C)CC1 (stereo unspecified) | 9.2*!
COc1cc(-c2cc(-c3ccc(Nc4ccnc5cc(Cl)ccc45)cc3)nc(N3CCOCC3)n2)cc(OC)c1OC | 68
O=C(O)C(=Cc1c2ccccc2cc2ccccc12)C(=O)O | 110
COc1ccc(-c2ccc(NC(=O)Nc3ccc(Cl)cc3)c(C)n2)cc1OC | 71
Cc1ccc(Br)cc1C(=O)O | 109
CCc1c(C)c2ccc3c(c2oc1=O)N=C(c1ccc(C)cc1)CO3 | 95
CCCCCCCCCCCCCCCCCC1=Nc2cc(C)c(C)cc2NC(=O)C1 | 105
CC1(C)CCC(=S)N1 | 106
NS(=O)(=O)c1ccc(NC(=O)Nc2nccs2)cc1 | 114
CCOC(=O)C1=C(c2ccccc2)N=c2s/c(=C/c3ccc(Br)cc3)c(=O)n2C1c1ccc(O)cc1 (stereo unspecified) | 95
CCCCCC(=O)OC1CCC(C(C)(C)C)CC1 (stereo unspecified) | 99
O=c1oc2c(cnc3ccccc32)cc1-c1ccccc1 | 102
COc1nc(N)c(NS(=O)(=O)c2ccc(C(C)=O)cc2)c(=O)n1C | 110
CSc1nc(=O)[nH]nc1Sc1ccccc1 | 133
O=C(NCc1ccncc1)Nc1ccc(Cc2ccc(NC(=O)NCc3ccncc3)cc2)cc1 | 83
COc1cc(CCC(C)=O)ccc1O | 96
CN(Cc1cnc2nc(N)nc(N)c2n1)c1ccc(C(=O)N[C@@H](CCc2nn[nH]n2)c2nn[nH]n2)cc1 | 32
CCOC(=O)NNC(=O)OCC | 124
CC12c3ccccc3C(C)(c3ccccc31)C(NS(=O)(=O)c1ccc(Cl)c(Cl)c1)C2O (stereo unspecified) | 104
CCCCc1ccc(Nc2ccc(Nc3ccc(CCCC)cc3S(=O)(=O)O)c3c2C(=O)c2ccccc2C3=O)c(S(=O)(=O)O)c1 | 96
CC(=O)OCC(=O)[C@@]12OC3(CCCC3)O[C@@H]1CC1C3CCC4=CC(=O)C=C[C@]4(C)[C@@]3(F)[C@@H](O)C[C@@]12C (stereo partly specified) | 105
O=C1/C(=C/c2ccc3ccccc3n2)SC(=S)N1Cc1ccco1 | 111
Cc1ccc(S(=O)(=O)OCC2OCOC3C(CI)OCOC23)cc1 (stereo unspecified) | 108
CCOC(=O)c1[nH]c(=S)n(-c2ccccc2)c1C(=O)OCC | 101
CCNc1ccc(Nc2ncnc3c2cnn3CC(C)=O)cc1 | 105
CCC1(NC(=O)c2cc(F)c(F)c(F)c2F)C(=O)NC(=O)N(C(C)C)C1=O (stereo unspecified) | -23*
New compounds follow.
SMILES | HL-60(TB)
Cc1ccc2[nH]c(=O)cc(-n3nc(C#N)c(C#N)c3N)c2c1 | 95
O=C(Nc1cccc2cccnc12)c1cc(C(=O)c2ccc(Cl)cc2)n2c1ccc1c3ncccc3ccc12 | 115
CCCCc1nc(Cl)c(C2CC(c3ccc4c(c3)OCO4)=NN2c2cc(Cl)cc(Cl)c2)[nH]1 (stereo unspecified) | 91
O=C(CSc1nnc(COc2cnc3ccccc3n2)o1)Nc1cccc(Cl)c1 | 95
OCCCCCCNc1ncnc2cc(Cl)ccc12 | 89
CCOC(=O)CCCCCCCBr | 114
CC1=NC(=S)NC(c2ccccc2)/C1=C1/CC(c2ccccc2O)NN1 (stereo unspecified) | 97
O=[N+]([O-])c1ccc(/C=N/NCc2nc(Nc3ccc(Cl)cc3)c3ccccc3n2)cc1 | 96
CC(NCCc1ccc(O)cc1)C(O)c1ccc(O)cc1 (stereo unspecified) | 104

Screening data from PubChem.
